CHO-K1 Ca PAM = nonselective calcium activators in parental CHO-K1 cells, primary screen, counter-screen for M1 PAM project, cell-based, Fluo-8 calcium fluorescence, full deck, 1536-well | activation, % at 3 µM | ATP EC20; 0% at ATP EC20, 100% at ATP max | 360,000 compounds, 0.02% hits;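 active = activation above the run cutoff, the mean activation of all test compounds plus 3 SD, cut at about 40% in these data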;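 also: peak over basal fluorescence ratio in a 140 s read after ATP addition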
M4 ag = human M4 muscarinic receptor agonists, primary screen, CHO-K1 cells, Fluo-8 calcium fluorescence | Muscarinic acetylcholine receptor M4 (Homo sapiens), P08173 | CHO-K1 hM4/Gqi5; vehicle 0%, full acetylcholine response 100% | activation, % at 3 µM | 360,000 compounds, 0.14% hits | AID 624127, 2012;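 active = activation above the run mean over all test wells plus 3 SD, cut at about 32% in these data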;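 also: peak over basal fluorescence ratio per well then scaled between controls; 0% = DMSO wells and 100% = acetylcholine at EC100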
Target sequence (P08173 whole entry, looked up): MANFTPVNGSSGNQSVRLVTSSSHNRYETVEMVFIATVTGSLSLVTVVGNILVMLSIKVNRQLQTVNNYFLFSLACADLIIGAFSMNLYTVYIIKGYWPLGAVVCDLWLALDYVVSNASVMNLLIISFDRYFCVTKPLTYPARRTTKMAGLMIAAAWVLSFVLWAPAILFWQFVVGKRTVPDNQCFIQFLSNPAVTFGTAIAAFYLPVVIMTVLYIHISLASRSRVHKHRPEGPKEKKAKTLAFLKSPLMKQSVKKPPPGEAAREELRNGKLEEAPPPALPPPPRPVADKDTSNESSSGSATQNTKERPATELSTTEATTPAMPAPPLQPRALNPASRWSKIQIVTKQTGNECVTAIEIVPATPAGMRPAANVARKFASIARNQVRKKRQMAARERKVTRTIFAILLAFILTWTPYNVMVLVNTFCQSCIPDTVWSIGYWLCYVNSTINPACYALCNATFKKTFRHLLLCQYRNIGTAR
CHRM4 PAM = human M4 muscarinic receptor positive allosteric modulators, primary screen, CHO-K1 cells, Fluo-8 calcium fluorescence; Muscarinic acetylcholine receptor M4 (Homo sapiens), P08173; CHO-K1 hM4/Gqi5, ACh EC20; 0% = ACh EC20, 100% = maximal ACh; activation, % at 3 µM; 360,000 compounds, 0.4% hits; AID 624126, 2012;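 active = activation above its plate's cutoff, the mean activation of sample wells plus 3 SD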; also: some results filed as inactive read as strong as hits
M5 antag = human M5 muscarinic receptor antagonists, primary screen, CHO cells, Fluo-8 calcium fluorescence. CHO-hM5 cells, ACh EC80. inhibition, % at 3 µM. 360,000 compounds, 0.59% hits. AID 624040, 2012;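 active = inhibition above a per-plate cutoff, the mean of that plate's test compounds plus 3 SD, cut at about 27% in these data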;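 also: 0% = acetylcholine EC80 with DMSO and 100% = DMSO without agonist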
Target sequence (P08912 whole entry, looked up): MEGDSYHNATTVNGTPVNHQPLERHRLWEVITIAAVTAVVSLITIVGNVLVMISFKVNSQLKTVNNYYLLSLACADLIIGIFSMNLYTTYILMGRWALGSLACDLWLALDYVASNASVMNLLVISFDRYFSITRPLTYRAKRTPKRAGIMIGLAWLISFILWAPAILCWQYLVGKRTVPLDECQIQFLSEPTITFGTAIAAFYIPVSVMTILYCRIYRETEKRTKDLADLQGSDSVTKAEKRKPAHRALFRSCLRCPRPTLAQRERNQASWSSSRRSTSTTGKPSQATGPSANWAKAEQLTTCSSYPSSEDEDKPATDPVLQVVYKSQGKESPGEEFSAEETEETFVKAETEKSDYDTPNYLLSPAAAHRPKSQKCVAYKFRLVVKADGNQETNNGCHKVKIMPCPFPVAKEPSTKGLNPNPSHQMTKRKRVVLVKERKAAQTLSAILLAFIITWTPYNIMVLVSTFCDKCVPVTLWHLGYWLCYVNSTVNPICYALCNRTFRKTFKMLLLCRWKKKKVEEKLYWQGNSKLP
CHO-K1 Ca antag = counter-screen for M1 antagonists: effect in parental CHO-K1 cells; ATP-induced calcium, Fluo-8 fluorescence; inhibition, % at 3 µM; 360,000 compounds, 0.6% hits; AID 602250;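 active = inhibition above a per-plate cutoff, the plate's mean sample inhibition plus 3 SD, cut at about 24% in these data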;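 also: 0% = DMSO plus EC80 ATP and 100% = DMSO alone without ATP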
CHO-K1 Ca ag = counter-screen for M1 agonists: effect in parental CHO-K1 cells; AID 602248, 2012; activation, % at 3 µM; Fluo-8 calcium fluorescence; scaled to maximal ATP response, vehicle zero; 360,000 compounds, 0.48% hits; in the data active = activation above about 15%;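 also: untransfected CHO-K1 host cells lacking M1 receptor as counterscreen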
CHRM4 antagonist = human M4 muscarinic receptor antagonists, primary screen, CHO cells, Fluo-8 calcium fluorescence; Muscarinic acetylcholine receptor M4 (Homo sapiens), P08173; CHO-hM4 cells, ACh EC80; inhibition, % at 3 µM; 360,000 compounds, 0.73% hits; AID 624125, 2012;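 active = inhibition above its plate's cutoff, the mean inhibition of sample wells plus 3 SD, cut at about 27% in these data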;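 also: 0% = acetylcholine EC80 with DMSO and 100% = DMSO without agonist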
CHRM5 PAM = human M5 muscarinic receptor positive allosteric modulators, primary screen, CHO-K1 cells, Fluo-8 calcium fluorescence; Muscarinic acetylcholine receptor M5 (Homo sapiens), P08912; CHO-K1 hM5, ACh EC20 PAM; 0% = ACh EC20, 100% = ACh EC100; activation, % at 3 µM; 360,000 compounds, 0.3% hits;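 active = activation above the run cutoff, the mean activation of all test compounds plus 3 SD, cut at about 18% in these data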
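Probe or stimulus: acetylcholine, EC20 level; Assay system: human M5 receptor in CHO-K1 cells; Schedule: compound preincubation 140 s before EC20 acetylcholine addition; Technique: intracellular calcium via Fluo-8 fluorescence; Dosing: single-point, 3 µM nominal; Read-out basis: percent activation from peak-over-basal fluorescence ratio, scaled EC20-to-EC100 acetylcholine; Repeats: one well per compound, no replicates.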
M5 ag = human M5 muscarinic receptor agonists, primary screen, CHO-K1 cells, Fluo-8 calcium fluorescence | Muscarinic acetylcholine receptor M5 (Homo sapiens), P08912 | activation, % at 3 µM | 360,000 compounds, 0.19% hits | CHO-K1 hM5 cells; 0% DMSO wells, 100% maximal acetylcholine response;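 active = activation above the run's mean over test compounds plus 3 SD, cut at about 23% in these data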;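 also: signal is peak over basal fluorescence ratio across the kinetic read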
An asterisk follows results filed as active.

entry	mol	CHO-K1 Ca PAM	M4 ag	CHRM4 PAM	M5 antag	CHO-K1 Ca antag	CHO-K1 Ca ag	CHRM4 antagonist	CHRM5 PAM	M5 ag
1	Cn1c(=O)oc2cc(S(=O)(=O)N3CCCC(C(=O)Nc4ccccn4)C3)ccc21 (stereo unspecified)	-1	2	0	2	1	0.2	-13	-5	1
2	C/C(=N\N(Cc1ccccc1)c1ccccc1)c1ccncc1	17	-1	0	7	-6	-0.4	-7	0	-4
3	Cn1c(=O)[nH]c(=O)c2c1nc(SCCC(=O)O)n2Cc1cccc(Br)c1	12	1	6	5	-1	0.2	-2	-3	-2
4	CC(=O)Nc1ccc(CN(C)c2c(C)nc3ccc(C(=O)Nc4ccc(Cl)c(Cl)c4)cn23)cc1	0	5	-4	5	4	0.9	1	-3	0
5	COc1cccc2cc(C(=O)Nc3ccccc3C)/c(=N/O)oc12	26	2	1	5	-12	2.3	-3	1	0
6	CC1(C)Cc2c(sc(NC(=O)c3ccco3)c2C(=O)O)CO1	-2	0	6	-2	-1	-0.3	-2	4	0
7	O=C(CC(=O)NN=C1CCCCCC1)NCc1cccnc1	17	1	-1	0	-20	0.4	-2	14	1
8	CCCCC(Sc1nc(C)c(Cc2ccccc2)c(=O)[nH]1)C(=O)O (stereo unspecified)	17	0	0	3	-8	0.0	-5	3	-1
9	C/C(=N\NC(=O)c1nn(C)cc1Br)c1cccc(NC(=O)C2CCCC2)c1	8	4	1	9	-3	0.4	-6	-7	0
10	CCOC(=O)C1CCN(Cc2coc3c(Cl)cc(Cl)cc3c2=O)CC1	10	1	3	1	-8	0.4	-2	-5	5
11	O=C(N/N=C/c1c[nH]c2ccccc12)c1cc(Cl)ccc1O	14	3	-6	-8	-13	5.5	-10	6	-2
12	COc1ccc(NC(=O)CCC(=O)N/N=C/c2cn(C)nc2C)cc1	18	0	0	10	-9	0.5	5	10	3
13	COc1ccc(Oc2ccc(N/C=C3\CCCC3=O)cc2)cc1	20	5	-10	-6	-17	5.4	-4	-11	-2
14	C[C@@H]1CCCCO[C@H](CN(C)C(=O)Nc2ccccc2)[C@@H](C)CN([C@H](C)CO)C(=O)c2cc(NS(=O)(=O)c3cn(C)cn3)ccc2O1	7	0	-1	-4	-7	0.3	-6	1	2
15	Cn1cccc1C(=O)NNC(=O)COc1ccc(C#N)cc1	2	1	-3	7	-4	0.3	6	-3	1
16	CCCc1ccc(S(=O)(=O)Nc2ccc(C)c(NS(C)(=O)=O)c2)cc1	1	7	-8	3	1	4.5	12	-4	3
17	COc1cc(C2Nc3cc(Cl)c(S(N)(=O)=O)cc3S(=O)(=O)N2)cc(OC)c1OC (stereo unspecified)	16	0	24*	1	-3	0.4	10	6	2
18	Cc1cccc(C)c1NC(=O)NC1(C(=O)NCCN2CCOCC2)CCCCC1	20	1	1	7	-14	0.6	6	6	-3
19	CCc1nc2c(OCc3cccc(OC)c3)cccn2c1N(C)C(=O)c1ccc(OC)cc1	-4	2	-7	6	-2	0.5	1	-4	-2
20	Cc1nnc2sc(COc3ccccc3)nn2c1=O	19	1	9	7	-15	0.8	-11	-1	-3
21	Cc1ccc(C(=O)NC(=S)Nc2ccc3[nH]c(=O)[nH]c3c2)cc1C	-7	1	7	3	6	-0.4	-8	5	2
22	COc1cc(NC(=O)c2ccccc2Cl)c(OC)cc1NC(=O)CN1CCCCC1	4	0	4	3	0	-0.3	-12	8	3
23	Cc1cc([N+](=O)[O-])nn1Cc1ccc(C(=O)N/N=C/c2ccccc2)cc1	8	1	-3	4	1	0.1	4	-3	-2
24	CCn1cc2nc(SCC(=O)Nc3ccccc3F)n(Cc3ccccc3)c(=O)c2n1	11	7	-4	2	4	2.8	0	-4	-1
25	O=C(c1cc(Br)c[nH]1)N1CCSCC1	-19	2	1	4	-7	0.7	0	1	-5

Quoted at random: six compounds from above
entry	mol	CHO-K1 Ca PAM	M4 ag	CHRM4 PAM	M5 antag	CHO-K1 Ca antag	CHO-K1 Ca ag	CHRM4 antagonist	CHRM5 PAM	M5 ag
13	COc1ccc(Oc2ccc(N/C=C3\CCCC3=O)cc2)cc1	20	5	-10	-6	-17	5.4	-4	-11	-2
9	C/C(=N\NC(=O)c1nn(C)cc1Br)c1cccc(NC(=O)C2CCCC2)c1	8	4	1	9	-3	0.4	-6	-7	0
2	C/C(=N\N(Cc1ccccc1)c1ccccc1)c1ccncc1	17	-1	0	7	-6	-0.4	-7	0	-4
8	CCCCC(Sc1nc(C)c(Cc2ccccc2)c(=O)[nH]1)C(=O)O (stereo unspecified)	17	0	0	3	-8	0.0	-5	3	-1
16	CCCc1ccc(S(=O)(=O)Nc2ccc(C)c(NS(C)(=O)=O)c2)cc1	1	7	-8	3	1	4.5	12	-4	3
14	C[C@@H]1CCCCO[C@H](CN(C)C(=O)Nc2ccccc2)[C@@H](C)CN([C@H](C)CO)C(=O)c2cc(NS(=O)(=O)c3cn(C)cn3)ccc2O1	7	0	-1	-4	-7	0.3	-6	1	2

Reformatted with two lines to a compound: part of the list above
Order of results: CHO-K1 Ca PAM, M4 ag, CHRM4 PAM, M5 antag, CHO-K1 Ca antag, CHO-K1 Ca ag, CHRM4 antagonist, CHRM5 PAM, M5 ag
14) C[C@@H]1CCCCO[C@H](CN(C)C(=O)Nc2ccccc2)[C@@H](C)CN([C@H](C)CO)C(=O)c2cc(NS(=O)(=O)c3cn(C)cn3)ccc2O1
    7, 0, -1, -4, -7, 0.3, -6, 1, 2
17) COc1cc(C2Nc3cc(Cl)c(S(N)(=O)=O)cc3S(=O)(=O)N2)cc(OC)c1OC (stereo unspecified)
    16, 0, 24*, 1, -3, 0.4, 10, 6, 2

(further entries)
entry	mol	CHO-K1 Ca PAM	M4 ag	CHRM4 PAM	M5 antag	CHO-K1 Ca antag	CHO-K1 Ca ag	CHRM4 antagonist	CHRM5 PAM	M5 ag
26	COC(=O)c1ccc(S(=O)(=O)NCc2ccco2)n1C	-20	1	0	1	6	0.5	4	-2	0
27	Cc1ccc(CNC(=O)C(Cc2ccccc2)NS(=O)(=O)c2ccc(Br)s2)cc1 (stereo unspecified)	0	4	2	8	-1	1.2	-18	-8	-1
28	CC(OC(=O)C1=COCCO1)C(=O)Nc1cccc(S(=O)(=O)N2CCOCC2)c1 (stereo unspecified)	-8	2	-9	18	6	-0.2	11	-4	1
29	CCOC(=O)c1c(NC(=O)CSc2nc3c(c(=O)n(C)c(=O)n3C)n2CC)sc(C)c1C	-6	1	5	4	1	0.0	0	0	-1
30	O=Cc1ccccc1-c1cn(CN2C(=O)c3ccccc3C2=O)nn1	17	2	5	6	-13	0.4	-5	4	2
31	O=C(NCc1ccco1)/C(=C/c1cccnc1)NC(=O)c1cccc(Br)c1	11	0	11	0	-4	0.1	10	1	0
32	CN(CC(=O)Nc1ccc(Cl)c(Cl)c1)C(=O)C12CC3CC(CC(C3)C1)C2	13	1	-2	9	-11	0.1	0	-5	-1
33	COc1ccc(-c2c(C)sc(NC(=O)c3ccnn3C)c2C#N)cc1	21	8	0	3	-3	6.9	-10	1	5
34	Cc1ccc(S(=O)(=O)N2CCN(C(=O)c3cc(S(=O)(=O)N(C)C)ccc3N3CCCC3)CC2)cc1	10	0	2	2	-13	0.9	2	3	-1
35	COC(=O)c1cc(OC)c(OC)cc1NC(=O)Nc1ccccc1OC	13	1	-3	-7	-3	1.2	5	-1	-1
36	O=C(CNC(=O)c1cccs1)NCC(=O)OCc1c(Cl)cccc1Cl	6	1	9	-5	-12	0.3	-14	-7	2
37	CC1=C(C(=O)Nc2ccc(CC(=O)NCc3ccccc3C)cc2)SCCO1	16	5	-1	8	-13	3.3	-17	-7	-3
38	Cc1cc(C)nc(/N=C(\N)Nc2cccc([N+](=O)[O-])c2)n1	-3	8	2	-5	-6	2.3	-13	-13	1
39	Cc1ccc(/C=c2/sc3n(c2=O)CCCN=3)o1	16	0	5	2	7	6.2	10	-4	-1
40	O=C(NCc1ccccc1)C1CNCC(C(=O)NCc2ccccc2)C1 (stereo unspecified)	24	0	6	6	-14	0.9	-9	0	-2
41	CC(C)(C)NC(=S)NCCc1ccccc1	14	0	14	11	-10	1.0	-3	-3	-4
42	O=C(CSc1nccn1Cc1ccccc1)NCc1ccccc1	12	1	6	-7	-18	0.0	-2	1	1
43	O=C(O)c1ccc(COc2ccc([N+](=O)[O-])cc2)o1	-30	1	1	10	-4	0.4	1	-2	0
44	Cc1ccc(SCC(=O)Nc2ccc3c(c2)C(=O)N(C)C3=O)cc1	-4	4	-5	15	-6	5.4	-4	-6	0
45	CCOc1cc(N2CCOCC2)c(OCC)cc1NC(=O)c1cccc(S(=O)(=O)N2CCOCC2)c1	7	4	-4	11	-9	0.2	12	-4	6
46	Cc1cc(C(=O)NCc2cccnc2)no1	-1	0	2	3	-7	-0.1	-9	-1	-1
47	COC(=O)CC1C(=O)NCCN1C(=O)c1ccc([N+](=O)[O-])cc1 (stereo unspecified)	-3	1	-1	7	-9	0.6	1	-4	-2
48	CC1CC(C)CN(C(=O)c2cc3c(s2)CCC3)C1 (stereo unspecified)	-5	-1	13	20	-3	-0.7	15	3	-4
49	CCCCCCCCNCCS(=O)(=O)NC1CCCCC1	23	8	0	-13	-9	1.3	-7	4	1
50	Cc1c(NS(=O)(=O)c2ccc(N(C)C3CCCCC3)c([N+](=O)[O-])c2)c(=O)n(-c2ccccc2)n1C	17	1	2	-4	-7	1.3	-4	2	-3

Further results:
entry	mol	CHO-K1 Ca PAM	M4 ag	CHRM4 PAM	M5 antag	CHO-K1 Ca antag	CHO-K1 Ca ag	CHRM4 antagonist	CHRM5 PAM	M5 ag
51	COc1cc(NC(=O)C2CCCCC2)c(OC)cc1NC(=O)CN1CCCCC1	12	0	9	-6	-3	-0.3	-8	1	-3
52	C[C@@H]1CN([C@@H](C)CO)C(=O)Cc2cc(NC(=O)Nc3ccc(F)cc3)ccc2O[C@@H]1CN(C)Cc1ccc(Cl)c(Cl)c1	12	0	2	10	-20	0.1	11	-2	-2
53	CC1(C(=O)NS(=O)(=O)c2ccccc2C(F)(F)F)CCN1C(=O)COc1ccc(Cl)cc1 (stereo unspecified)	2	0	0	3	2	0.0	-5	5	0
54	COC(=O)CCCCNC(=O)Nc1ccccc1	-14	1	6	0	3	-0.1	7	23*	1
55	O=C(COC(=O)c1ccc(Br)cc1)NC1CCCC1	-15	0	0	1	-5	-0.4	-2	5	-1
56	Cc1ccccc1NC(=S)NC12CN3CN(CN(C3)C1)C2	20	1	1	-10	-3	12	-3	9	0
57	C/C(=N/NS(=O)(=O)c1ccccc1)c1ccc(NC(=O)C(F)(F)F)cc1	11	9	-12	3	-8	3.8	-5	-4	2

High-throughput results deposited in PubChem BioAssay by The Scripps Research Institute Molecular Screening Center.
